# BAP1 inh = blocks human BAP1 ubiquitin-AMC hydrolysis; Q92560; recombinant BAP1, Ub-AMC hydrolysis fluorescence kinetic; hits give low values; activity remaining (% of control), % at 20 µM; 72,000 compounds, 0.48% hits; AID 436;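 active = activity remaining at or below 50% of control, provided the compound also passes the data quality filters; inactive = the rest, including low values that fail the filters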;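 also: 100% = DMSO wells rate and 0% = substrate alone blank rate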
# Target sequence (Q92560 whole entry, looked up): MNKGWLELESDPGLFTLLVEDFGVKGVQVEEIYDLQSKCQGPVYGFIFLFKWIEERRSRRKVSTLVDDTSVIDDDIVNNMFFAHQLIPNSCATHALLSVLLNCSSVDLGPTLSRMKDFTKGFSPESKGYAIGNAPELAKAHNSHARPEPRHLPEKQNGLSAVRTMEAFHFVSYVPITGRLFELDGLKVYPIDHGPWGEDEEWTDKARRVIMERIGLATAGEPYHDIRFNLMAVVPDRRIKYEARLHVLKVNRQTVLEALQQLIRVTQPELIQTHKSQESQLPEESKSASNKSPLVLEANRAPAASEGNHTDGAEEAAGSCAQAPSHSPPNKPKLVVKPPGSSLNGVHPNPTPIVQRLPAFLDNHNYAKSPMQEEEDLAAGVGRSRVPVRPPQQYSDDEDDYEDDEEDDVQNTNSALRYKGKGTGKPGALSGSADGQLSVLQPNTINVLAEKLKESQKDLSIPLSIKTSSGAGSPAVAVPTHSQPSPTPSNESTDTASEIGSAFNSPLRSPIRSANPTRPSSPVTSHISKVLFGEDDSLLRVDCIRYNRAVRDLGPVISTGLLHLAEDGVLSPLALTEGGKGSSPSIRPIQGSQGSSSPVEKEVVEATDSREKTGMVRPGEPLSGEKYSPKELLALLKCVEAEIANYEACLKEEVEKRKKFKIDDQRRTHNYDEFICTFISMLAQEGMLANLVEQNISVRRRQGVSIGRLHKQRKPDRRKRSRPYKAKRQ
# HePTP inhibitor = human HePTP phosphatase inhibition; 110,000 compounds, 0.64% hits; P35236; inhibition, % at 20 µM; recombinant HePTP phosphatase activity, OD absorbance; in the data active = inhibition above about 50%;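 also: plate controls were vehicle for no effect and reference inhibitor for full effect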
# * hit, by the source's call; x = not tested or not shown. Outcome played no part in choosing rows; about 0.83% have a hit in one of these screens.
structure,BAP1 inh,HePTP inhibitor
C=CCOc1ccccc1/C=C1/C(=O)ON=C1c1ccc(Cl)cc1,x,-11
CCOc1ccccc1NC(=O)CN1C(=O)COc2ccc(Cl)cc21,101,7
O=[N+]([O-])c1ccc(CNCC2(c3ccccc3)CCCC2)cc1,x,3
CS(=O)(=O)Nc1ccc(C(=O)NCCc2ccccc2)cc1,98,9
O=C(Nc1ccc2c(c1)OCO2)c1cnn2cccnc12,69,1
COC(=O)c1ccccc1NC(=S)NC(=O)c1ccc(Cl)cc1,x,-6
CCn1ncc(Br)c1C(=O)Nc1nccs1,113,3
Cc1nc2c(Br)c3nc(C(F)(F)F)[nH]c3c(Br)c2[nH]1,100,4
Cc1cc(C)nc(NS(=O)(=O)c2ccc(NC(=O)c3ccccc3C(=O)O)cc2)n1,57,x
Cc1ccc(NC2=Nc3ccccc3CS2)cc1,94,-18
O=C(O)c1cccc(Cn2cc(Br)cn2)c1,115,8
COc1ccc(NC(=O)CN(c2cc(OC)ccc2OC)S(C)(=O)=O)cc1,x,3
Cc1ccc(CN2CCN(/N=C\c3ccc(O)cc3O)CC2)cc1,x,9
Cc1ccc(C(C)C)c(OCC(O)CNC(C)(C)C)c1 (stereo not drawn),117,x
O=C(Nc1ccc2c(c1)OCCO2)C1CCN(S(=O)(=O)Cc2ccccc2)CC1,99,4
O=C1OCCC1Sc1nc2ccccc2n1Cc1ccccc1 (stereo not drawn),76,1
COC(=O)Cn1c(=N)n(Cc2ccc(C)cc2)c2ccccc21,x,-4
O=C1c2ccccc2C(=O)N1CCCOCc1c[nH]c(=O)[nH]c1=O,105,8
CN1C(=O)NC(NC(=O)c2cccs2)(C(F)(F)F)C1=O (stereo not drawn),98,-2
COc1ccc(-c2nc(CN3CCC(C(=O)NC4CCCc5ccccc54)CC3)c(C)o2)cc1OC (stereo not drawn),99,9
CCOC(=O)C1CCN(C(=O)c2cn(C)c(=O)c3cc(OC)c(OC)cc23)CC1,x,-8
Cc1c(Cl)cccc1NC(=O)C1c2ccccc2Oc2ccccc21,x,2
O=C(NCc1ccco1)C(=O)N1CCCC1,x,1
CCC1CCCCN1S(=O)(=O)c1ccc(NC(=O)CSc2ncccc2C(=O)O)cc1 (stereo not drawn),105,-3
O=C(NCc1ccccc1)c1cc2ncc(Br)cn2n1,x,1
CC1(C)CC(=O)C=C(N=CC2=C(O)CC(C)(C)CC2=O)C1,84,1
CCCc1c(O)nc(SCCN2CCOCC2)n(-c2ccccc2)c1=O,x,-2
COc1ccc2c(c1OC)C(=O)OC2Nc1nccs1 (stereo not drawn),64,x
N#Cc1c(NC(=O)CN2C(=O)C3CC=C(Cl)CC3C2=O)sc2c1CCC2 (stereo not drawn),107,x
CCCC(=O)Nc1cccc(-c2cc3ccccc3oc2=O)c1,x,-8
O=C(O)CN1C(=O)/C(=C\c2cccc(Cl)c2)SC1=S,x,-1
CCC1=NC(c2ccccc2Cl)N(O)C1(C)C (stereo not drawn),117,-8
CCOc1cc(CNCc2cc(OC)cc(OC)c2)ccc1OC,x,6
Cc1cc(C)nc(NC(=O)c2c(-c3ccccc3Cl)noc2C)n1,100,6
CCCCCC(=O)Nc1cccc(-c2nc3ncccc3o2)c1,112,5
CCOc1ccc(OCC)c(NC(=O)C2CCCN(c3ncccn3)C2)c1 (stereo not drawn),88,-5
Cc1cc(Nc2ncc(Cl)cc2Cl)n[nH]1,97,-7
COc1cccc(C2CC(c3cccc(Br)c3)n3nc(N)nc3N2)c1 (stereo not drawn),98,-10
COCCn1nnnc1C(c1ccc2ncccc2c1)N1CCN(c2ccccc2F)CC1 (stereo not drawn),102,6
N#C/C(=C/N1CCOCC1)c1ccccc1,107,2
Cc1ccc(C(C(=O)NC2CCCCC2)N(C(=O)c2csnn2)C2CC2)o1 (stereo not drawn),98,3
COc1ccc(-c2noc(Cc3ccccc3OC)n2)cc1,90,3
COCCNC(=O)c1ccc(CN(c2ccccc2)S(C)(=O)=O)cc1,x,-9
CCOc1ccccc1N(CC(=O)Nc1ccccc1Cl)S(=O)(=O)c1ccccc1,x,2
CCOC(=O)c1c(C)cccc1OCC(N)=O,107,8
Cn1c(=O)c2c(SCC(=O)N3CCOCC3)nc(CC(C)(C)C)nc2n(C)c1=O,97,-15
Cc1cc(=O)n2c(c1C#N)SC1CCCCC12O (stereo not drawn),115,2
COc1cc(-c2nnc(SCC#CCO)o2)cc(OC)c1OC,91,4
CCOC(=O)Nc1cc(C)c(Cl)cc1OC,103,7
Cn1cccc1C(C(=O)NC1CCCCC1)N(C(=O)Cc1cccs1)c1ccc2c(c1)OCCO2 (stereo not drawn),64,-14
CCCCCC(=O)OC(CN1CCCCC1)CN1CCCC1=O (stereo not drawn),93,10
CN(C)Cc1c(O)ccc2oc(Cc3ccccc3)cc12,107,4
O=c1/c(=C\c2cccc(OS(=O)(=O)c3cccc([N+](=O)[O-])c3)c2)sc2nc3ccccc3n12,x,-9
Cc1cc(C(=O)NC(C)Cc2ccccc2)cc(C)c1N (stereo not drawn),x,-20
O=C(c1ccccc1)N1CCn2c(nc3ccccc32)C1,94,1
COc1cc(/C=N/N=C(\N)c2nonc2N)ccc1O,x,-4
CCOc1ccc(-n2c(SCC(=O)Nc3ccc(OC)cc3OC)nc3c(c2=O)SCC3)cc1,119,8
Cc1ccc(-c2nnn(CC(=O)N(Cc3ccco3)C(C(=O)NC(C)(C)C)c3cccs3)n2)o1 (stereo not drawn),94,4
Ic1ccc(N/N=C/c2ccc(N3CCOCC3)cc2)cc1,x,5
Nc1ccc(C(=O)Nc2ccc(Cc3ccc(NC(=O)c4ccc(N)cc4)cc3)cc2)cc1,52,x

# Record cards, as listed above. Order of values: BAP1 inh	HePTP inhibitor
# Cc1cc(=O)n2c(c1C#N)SC1CCCCC12O (stereo not drawn) is listed with 115	2
# CN(C)Cc1c(O)ccc2oc(Cc3ccccc3)cc12 is listed with 107	4
# COCCNC(=O)c1ccc(CN(c2ccccc2)S(C)(=O)=O)cc1 is listed with x	-9
# CCOC(=O)c1c(C)cccc1OCC(N)=O is listed with 107	8

# Continued:
structure,BAP1 inh,HePTP inhibitor
Cn1c(CNc2nc(-c3ccccc3)cs2)nnc1SCC(=O)N1CCc2ccccc21,72,4
CCCn1c(SCC(=O)Nc2ccccc2C(=O)OC)nc2c1c(=O)n(C)c(=O)n2C,92,12
O=C(COc1ccc2c(c1)oc(=O)c1ccccc12)OCc1ccccc1,x,-2
COc1cc(CNCCC2CCOC(C)(C)C2)ccc1O (stereo not drawn),100,3
Cc1ccc(/C=C(\C#N)c2nn(-c3ccccc3)c(N)c2C#N)cc1,x,2
CCOC(=O)c1c(NC(=O)c2cccs2)sc2c1CCN(C(=O)OCC)C2,101,1
COc1ccc(/C=C2\C(=O)N(c3nc(-c4ccc(C)cc4)cs3)N=C2C)cc1,x,10
O=C(O)c1ccccc1COc1ccccc1Cl,88,6
CCC1SC2=NC(C)=C(C(=O)OC)C(c3ccc(C(=O)OC)cc3)N2C1=O (stereo not drawn),x,6
CC(=O)NC(CCS(C)(=O)=O)C(=O)Nc1nc(C)cs1 (stereo not drawn),109,x
Cc1ccc2cc3cc(C(=O)N(C)C4CCCCC4)oc3nc2c1,88,-10
O=C(Nc1ccc(N2C(=O)C3C4C=CC(C4)C3C2=O)cc1)Nc1cccnc1 (stereo not drawn),110,13
CC(=O)Nc1ccc(S(=O)(=O)N2C3CCCC2CC(NC(=O)C2CCCCC2)C3)cc1 (stereo not drawn),99,6
O=C(NCC1CCCO1)/C(=C/c1cccc(Oc2ccccc2)c1)NC(=O)c1ccccc1 (stereo not drawn),x,-9
Nc1c(Br)cc(Br)c(N2CCCC2=O)c1Br,94,6
CCOC(=O)c1c(NC(=O)c2ccc(F)cc2)sc2c1CC(C)(C)OC2,x,5
c1ccc(Oc2nc(-c3cccnc3)nc3ccccc23)cc1,x,3
CC(=O)Nc1ccc(Oc2ccccc2)cc1,x,5
O=C1CC(c2ccccc2)CC(O)=C1C=Nc1ccc(Br)cc1 (stereo not drawn),x,-3
O=C(Nc1nc(-c2ccccc2)cs1)c1cc2ccccc2oc1=O,x,-15
COc1ccc(-c2cn3c(C)c(C(=O)N4CCc5ccccc5C4)sc3n2)cc1,46*,-11
COc1ccccc1CNC(=O)C1CCCN(S(C)(=O)=O)C1 (stereo not drawn),103,6
COc1ccc(C=Nc2nc3ccccc3n2C)cc1OC,89,x
Cc1noc(C)c1S(=O)(=O)N1CCC(C(=O)N2CCN(C(=O)c3ccco3)CC2)CC1,113,0
CCCS(=O)(=O)c1c(S(=O)(=O)CCC)c2c(N)cccn2c1C(=O)c1ccc(F)cc1,110,10
COc1ccc(S(=O)(=O)N(CC(=O)Nc2cccc(Cl)c2)Cc2ccccc2)cc1OC,x,4
COCc1nnc(NC(=O)c2ccco2)s1,80,5
C=CCN1C(=O)OC2(CCCCC2)C1(C)O (stereo not drawn),x,8
CCOC(=O)C1CCN(c2c(NCCCN(CC)Cc3ccccc3)c(=O)c2=O)CC1,104,4
C=CCSc1nc2c(c(=O)[nH]c(=O)n2C)n1Cc1ccccc1Cl,88,x
Cc1nn(-c2ccccc2)c2sc(C(=O)OCN3C(=O)c4ccccc4C3=O)cc12,47*,0
CCOC(=O)CC(=O)CSc1[nH]c(=O)cc(C)c1C#N,70,-1
CC(NC(=O)c1ccccc1NC(=O)c1ccco1)C(=O)O (stereo not drawn),100,12
Cc1ccc(C(=O)CSc2nnc(-c3ccccc3)n2-c2ccccc2)o1,89,x
CCN(CC)CCCNC(=O)Cn1cnc2c1c(=O)n(C)c(=O)n2C,x,6
COC(=O)CSc1nc2sc3c(c2c(=O)n1-c1ccc(OC)cc1)CCN(Cc1ccccc1)C3,x,3
O=C(O)c1ccc(-c2ccccc2Cl)o1,137,10
Cc1[nH]n(-c2ccccc2)c(=O)c1C(=O)c1ccc([N+](=O)[O-])cc1,x,-3
COc1cc(OC)cc(C(=O)N2CCN(CCCc3ccccc3)CC2)c1,x,-1
CC(Oc1cc2oc(=O)c3c(c2cc1Cl)CCCC3)C(=O)c1ccccc1 (stereo not drawn),x,-14
COc1ccc2cc(CCNC(=O)CC(C)(C)C)c(=O)[nH]c2c1,96,x
CCCCCc1c(C)nc(SCC(=O)O)[nH]c1=O,83,-3
O=C1/C(=C/c2ccccc2C(F)(F)F)SC(=S)N1c1ccccc1,x,-3
CC(C)CCNC(=O)c1cc([N+](=O)[O-])ccc1Cl,x,4
Cc1nc2ccccn2c1/C(O)=C1\C(=O)C(=O)N(CCN2CCOCC2)C1c1ccncc1 (stereo not drawn),87,7
COC(=O)c1ccc(Cn2c(O)c(N=O)c3ccccc32)o1,71,-4
COc1ccc(-c2cccc(=O)o2)cc1,x,0
CCCC(=O)Nc1c(C)ccc2nsnc12,x,-10
CCCC(=O)N(C)c1nnc(-c2ccc(OC)cc2)s1,98,7
Cc1ccc(Cl)cc1N(Cc1ccc(C(=O)N2CCCC2)cc1)S(=O)(=O)c1ccccc1,x,7
Cc1cccc(Cl)c1OCCOCCNCCO,x,2
O=C(Nc1ccc(S(=O)(=O)N2CCCCC2)cc1)c1ccccc1Cl,x,6
CCOC(=O)N1CCN(C(=O)CCNS(=O)(=O)c2cc(Br)cnc2N)CC1,88,1
N#CNC1=NCN(Cc2ccccc2)CN1,118,-13
CCOC(=O)c1sc(NC(=O)/C=C/c2ccc3c(c2)OCO3)c(C(=O)OCC)c1C,x,0
CCOC(=O)Cc1csc(NC(=O)CCNS(=O)(=O)c2ccc3c(c2)CCC(=O)N3)n1,106,3
CCOC(=O)c1oc2cc(O)cc(C)c2c(=O)c1-c1cscn1,65,-3
CCCCOC(=O)c1[nH]c2c(c1C)C(=O)CC(c1cc(OC)c(OC)c(OC)c1)C2 (stereo not drawn),86,13
O=[N+]([O-])c1cc(Cl)ccc1N1CCN(S(=O)(=O)c2ccccc2)CC1,x,0
CC(OC(=O)C1CCN(S(=O)(=O)c2ccccc2)CC1)C(=O)Nc1ncc(Cl)cc1Cl (stereo not drawn),125,6

# Next section; it opens with the 2 that closed the last part.
structure,BAP1 inh,HePTP inhibitor
O=[N+]([O-])c1cc(Cl)ccc1N1CCN(S(=O)(=O)c2ccccc2)CC1,x,0
CC(OC(=O)C1CCN(S(=O)(=O)c2ccccc2)CC1)C(=O)Nc1ncc(Cl)cc1Cl (stereo not drawn),125,6
O=C(N/N=C\c1ccccc1Cl)c1cncc(Br)c1,x,3
O=C(/C=C/c1ccc(Cl)cc1)Nc1ccc(-c2nc3ncccc3o2)cc1,x,-6
CCOC(=O)c1ccc(NS(=O)(=O)c2ccc3[nH]c(=O)[nH]c3c2)cc1,58,-3
CCC(=O)N1c2ccccc2NC2=C(C(=O)CC(c3ccccc3)C2)C1c1ccc([N+](=O)[O-])cc1 (stereo not drawn),x,11
Cc1ccc(-c2nc(CSCC(=O)N3CCN(c4ccccn4)CC3)c(C)o2)cc1,95,-5
CC1CCN(S(=O)(=O)c2ccc3ncn(CC(=O)N(C)Cc4ccccc4)c(=O)c3c2)CC1,113,9
O=C(O)c1cccc(NC(=O)c2cccc(F)c2)c1,x,3
O=C(CNC(=O)c1ccccc1)NCCc1nc2ccccc2[nH]1,86,0
CCOC(=O)c1c(CN(CC)CC)oc2cc(Br)c(O)cc12,94,-11
